# Source: PubChem (several laboratories)
# MEP2-GFP yeast = modulators of TOR pathway MEP2-GFP in S. cerevisiae. S. cerevisiae MEP2-GFP strain, flow cytometry GFP, 3 h; 100% = DMSO control level. GFP response vs DMSO, % at 10 µM. 330,000 compounds, 0.51% hits. AID 2016;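 active means GFP response versus DMSO above a set limit, roughly screen mean plus 3 SD, cut at about 180% in these data; inconclusive means fewer than 70 cells counted for a yeast strain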;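 further: median GFP fluorescence of the barcode-gated MEP2-GFP cells per well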
# Yeast superoxide = yeast age-related superoxide inhibition as caloric restriction mimetic | S. cerevisiae aged cells, superoxide DHE fluorescence; stronger effect = lower value | superoxide response (% of plate mean), % at 10 µM | 330,000 compounds, 0.18% hits;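 active means superoxide response under a set limit, about three screen SD below normal, cut at about 65% in these data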;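 further: yeast aged for seven days with compound at 30 °C before DHE staining; 100% = average MFI of all compound-treated wells on the plate with controls excluded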
# AGP1 TOR yeast = yeast TOR pathway AGP1-GFP modulation | S. cerevisiae AGP1-GFP multiplex flow cytometry, 3 h; GFP as percent of DMSO wells | GFP response vs DMSO, % at 10 µM | 320,000 compounds, 0.02% hits | AID 2066;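 active means GFP response relative to DMSO above a set limit, near screen average plus 3 SD, cut at about 150% in these data; inconclusive means fewer than 70 cells counted for the yeast strain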;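 further: median GFP channel fluorescence of the gated AGP1 strain per well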
# RPL19A-GFP yeast = modulators of TOR pathway RPL19A-GFP in S. cerevisiae; S. cerevisiae RPL19A-GFP strain, flow cytometry, 3 h; stronger effect = lower value; percent response vs DMSO, % at 10 µM; 330,000 compounds, 0.3% hits;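 active means percent response vs DMSO below 50%; inconclusive means fewer than 70 events counted for the yeast strain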;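 further: median channel GFP fluorescence of the barcoded RPL19A-GFP strain; ratio of sample median GFP to plate DMSO average so 100% = DMSO; lower means less RPL19A-GFP as with rapamycin TOR inhibition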
# CIT2 TOR yeast = modulators of TOR pathway CIT2-GFP in S. cerevisiae; S. cerevisiae CIT2-GFP strain, flow cytometry, 3 h; 100 means same as DMSO wells; GFP response vs DMSO, % at 10 µM; 320,000 compounds, 0.065% hits; AID 2029;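 active means GFP response relative to DMSO above a set limit, near the screen mean plus 3 SD, cut at about 150% in these data; inconclusive means Fewer than 70 cells measured for a yeast strain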;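 further: ratio of well median GFP fluorescence to mean of DMSO wells on the plate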
# LAP4 TOR yeast = modulators of TOR pathway LAP4-GFP in S. cerevisiae | AID 2023 | GFP response vs DMSO, % at 10 µM | S. cerevisiae LAP4-GFP multiplex, flow cytometry GFP, 3 h; median GFP as percent of DMSO wells | 320,000 compounds, 0.34% hits;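 active means GFP response vs DMSO above a set limit, about the screen mean plus 3 SD, cut at about 150% in these data; inconclusive means under 70 cell events counted for the yeast strain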
# AHR activator = human AHR activation | P35869 | AHR-responsive luciferase reporter cells, luminescence | activation, % at 5 µM | 320,000 compounds, 2.5% hits; in the data active means activation above about 47%;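 further: 0% = vehicle wells and 100% = reference agonist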
# Target sequence (P35869 whole entry, looked up): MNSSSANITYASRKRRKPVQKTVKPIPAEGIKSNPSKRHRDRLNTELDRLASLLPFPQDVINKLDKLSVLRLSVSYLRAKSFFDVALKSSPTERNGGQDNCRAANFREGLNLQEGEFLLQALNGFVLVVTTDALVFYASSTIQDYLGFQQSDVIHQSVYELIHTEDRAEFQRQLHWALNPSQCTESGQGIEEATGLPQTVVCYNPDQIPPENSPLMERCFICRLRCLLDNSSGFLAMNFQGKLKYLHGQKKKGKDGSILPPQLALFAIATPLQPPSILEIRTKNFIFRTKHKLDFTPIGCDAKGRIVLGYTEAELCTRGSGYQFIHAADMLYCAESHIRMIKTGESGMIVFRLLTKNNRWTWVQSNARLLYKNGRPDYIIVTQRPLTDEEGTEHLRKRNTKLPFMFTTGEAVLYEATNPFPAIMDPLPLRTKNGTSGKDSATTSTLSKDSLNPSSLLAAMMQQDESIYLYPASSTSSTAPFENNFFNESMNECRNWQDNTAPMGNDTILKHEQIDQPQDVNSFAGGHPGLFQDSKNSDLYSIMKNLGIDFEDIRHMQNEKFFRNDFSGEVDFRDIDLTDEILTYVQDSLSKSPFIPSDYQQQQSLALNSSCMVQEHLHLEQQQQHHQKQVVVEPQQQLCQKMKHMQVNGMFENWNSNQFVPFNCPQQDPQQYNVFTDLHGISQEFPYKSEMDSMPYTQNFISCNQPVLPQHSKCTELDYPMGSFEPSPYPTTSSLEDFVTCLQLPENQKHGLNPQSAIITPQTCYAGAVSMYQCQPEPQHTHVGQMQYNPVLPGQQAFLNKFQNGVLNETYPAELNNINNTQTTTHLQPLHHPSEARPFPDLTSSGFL
# Efflux pump mplx = antifungal efflux pump inhibition, Nile Red retention; S. cerevisiae Candida pump triplex; inhibition, % at 10 µM; 330,000 compounds, 0.44% hits;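 active means plate passing quality check with inhibition over a set limit, or well fluorescence over plate mean plus 4 SD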;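 further: Nile Red retained in pooled yeast measured as flow cytometry median fluorescence; 0% = buffer negative control and 100% = Enniatin B positive control; higher means more Nile Red kept so more efflux inhibition; some compounds called inactive have numbers as strong as hits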
# An asterisk follows results filed as active; ? = inconclusive; / = not tested or not shown; [ ] = remark or other dose. Random draw from the library. Share with any hit: about 3.9%.
SMILES,MEP2-GFP yeast,Yeast superoxide,AGP1 TOR yeast,RPL19A-GFP yeast,CIT2 TOR yeast,LAP4 TOR yeast,AHR activator,Efflux pump mplx
NC(=O)[C@H](Cc1cc2ccccc2s1)NC(=O)[C@@H]1CC2(CC(c3cccc(NC(=O)[C@@H]4CCC(=O)N4)c3)=NO2)CN1C(=O)c1ccccc1 (stereo partly drawn),95,109,98,107,99,107,-1,-0.2
O=C(C1CCN(S(=O)(=O)c2cccs2)CC1)N1CCN(c2ccccc2)CC1,101,104,108,99,106,99,0,-0.1
COCCCNC(=O)c1cc(C(=O)c2ccccc2Br)c[nH]1,101,104,103,100,96,101,2,-0.1
CCC(CC)C(=O)Nc1ccccc1NC(C)=O,99,97,94,97,97,92,3,-0.1
COC(=O)c1ccc2c(c1)N(C)S(=O)(=O)c1cnc(SCC(=O)C(C)(C)C)nc1-2,99,104,101,96,102,105,0,0.0
Cc1cc(=O)[nH]c(N/N=C/CCc2ccccc2)n1,103,88,97,99,106,92,19,-0.1
O=S(=O)(NCCCc1ccccc1)c1cccc2nsnc12,97,113,94,100,95,91,-2,0.5
O=C1Nc2ccccc2Oc2cc([N+](=O)[O-])cc(Oc3ccccc3)c21,104,102,102,97,99,97,16,0.3
O=C(Nc1ccc(SC(F)F)cc1)C12CCC(CC1)C2,102,104,102,100,91,107,4,0.0
N#Cc1c(N)nc2c(c1N)CC(=O)N2c1ccccc1-c1ccccc1,105,99,104,103,106,105,7,0.3
COc1ccc(-c2nc3ncccc3o2)cc1NC(=O)c1cccs1,96,97,94,101,99,102,81*,0.0
CCOC(=O)c1[nH]ncc1CN1CCN(Cc2ccccc2)C(CCO)C1 (stereo not drawn),93,105,106,97,100,100,4,-0.1
O=C(Nc1ccc(S(=O)(=O)Nc2ncccn2)cc1)c1ccc(Cl)c([N+](=O)[O-])c1,108,97,100,107,106,95,/,0.1
CCn1cc(CN2CCC(n3nccc3NC(=O)c3ccccc3C)CC2)c(C)n1,106,103,104,107,103,100,2,0.1
COc1ccc(-c2cc(C(F)(F)F)nc(SCC(=O)N3CCOCC3)n2)cc1OC,107,80,/,104,106,106,2,-0.1
O=C(Cn1c(=O)oc2cc(S(=O)(=O)N3CCCCCC3)ccc21)NC1CCCCC1,98,93,101,100,100,101,-1,-0.3
Cc1nc2c(C(=O)O)cnn2c(C)c1Cc1ccccc1F,96,141,97,100,100,100,0,-0.1
CCC(C)(C)NC(=O)C(c1ccc(F)cc1)N(Cc1ccco1)C(=O)c1snc(C(N)=O)c1N (stereo not drawn),103,99,101,100,106,100,-4,0.0
COc1ccc2cc(C(C)C(=O)NC3CCC(O)CC3)ccc2c1 (stereo not drawn),110,80,100,105,106,97,-2,-0.2
O=C(Cn1cncn1)NCCCc1ccccc1,100,116,94,102,88,93,1,0.3

# Entries above shown as hits in AHR activator.
canonical_smiles	MEP2-GFP yeast	AGP1 TOR yeast	RPL19A-GFP yeast	CIT2 TOR yeast	LAP4 TOR yeast	AHR activator	Efflux pump mplx
COc1ccc(-c2nc3ncccc3o2)cc1NC(=O)c1cccs1	96	94	101	99	102	81*	0.0

# Next part
SMILES,MEP2-GFP yeast,Yeast superoxide,AGP1 TOR yeast,RPL19A-GFP yeast,CIT2 TOR yeast,LAP4 TOR yeast,AHR activator,Efflux pump mplx
O=C1OC(c2ccc(F)cc2)=N/C1=C\c1ccc(Br)o1,90,87,94,102,95,92,1,0.2
Cc1ccc(NC(=O)c2cccc(OC(F)F)c2)c(OC(F)F)c1,103,115,98,105,103,93,17,0.2
O=C(CN1CCN(c2ccc(Cl)cc2)CC1)Nc1cccc(F)c1,99,110,96,95,93,98,-3,0.1
CC(C)(C)c1cc[n+](-c2nc([O-])sc2C=O)cc1,104,119,98,100,100,95,0,-0.1
O=C(NCc1ccccn1)Nc1ccc(F)c(Cl)c1,88,95,93,100,90,81,1,-3.1
CCC(C)(C)n1nnnc1C(c1ccc(O)cc1)N1CCc2ccccc2C1 (stereo not drawn),97,113,93,104,97,95,4,0.1
CC(C(=O)O)c1ccc(CC2CCCC2=O)cc1 (stereo not drawn),96,100,91,102,91,106,-1,0.1
O=C(O)COc1ccccc1O,87,101,84,92,89,88,-1,0.1
COc1cccc(NCc2cc(=O)oc3cc(C)c(O)cc23)c1,104,102,101,102,99,95,16,0.1
CCNC(=O)n1cc(-n2cncn2)c(-c2ccccc2)n1,100,88,100,102,94,100,4,0.1
COc1ccc(/C=C/C(=O)O)cc1S(=O)(=O)Nc1ccc2c(c1)OCO2,105,93,108,103,104,102,-1,-0.1
CC(C)Cc1ccc(S(=O)(=O)N2CCN(C(=O)c3ccco3)CC2)cc1,104,97,96,99,99,99,0,0.0
CCCCc1nnc(NC(=O)CN(C)S(=O)(=O)c2ccc(C)cc2)s1,110,108,102,106,103,98,-2,0.0
CCOc1ccc(NC(=O)c2ccc(CC)s2)c([N+](=O)[O-])c1,101,121,101,104,103,105,-5,0.1
COCCNc1nnc(SCC(=O)Nc2cc(C)on2)s1,102,87,107,105,98,106,-1,-0.1
Cc1nn(Cc2c(F)c(F)c(F)c(F)c2F)c(C)c1NC(=O)c1nn(C)c(C)c1Br,100,100,101,98,105,95,-2,-2.1
CCOCCCNC(=O)CCSc1ccc(C)cc1,102,99,103,102,/,94,-1,-0.1
COc1cc(S(=O)(=O)N2CCOCC2)ccc1N,105,99,106,101,98,116,0,0.1
CCc1cccc(C)c1NC(=O)CSc1nc2ccccc2n1CC(=O)N(C)C,89,109,81,117,74,79,-1,0.3
CCOC(=O)c1sc(=S)n(-c2ccccc2)c1SC,96,98,97,101,92,102,-1,0.1
O=S(=O)(c1ccc(Cl)cc1)n1nnc2ccccc21,105,117,103,100,101,109,0,0.1
CC1CCN(Cc2ccc(-c3nnn(CC(=O)NC4CCCCC4)n3)cc2)CC1,97,100,102,95,96,99,-1,0.0
COc1cccc(-c2nn3c(-c4ccco4)nnc3s2)c1,?,104,?,17*[may fluoresce violet],?,?,-2,0.0
O=C(Nc1nncs1)C(Sc1ccccc1)c1ccccc1 (stereo not drawn),102,111,102,100,101,93,2,0.0
CC1(c2ccc(Cl)cc2)NC(=O)N(CC(=O)Nc2ccc(F)cc2)C1=O (stereo not drawn),104,116,92,104,92,98,5,-0.1
CCc1cccc(Nc2cc(C)nc3nc(C)nn23)c1,101,102,105,102,97,105,4,0.1
CC(C)(CO)CNC(=O)c1ccc2nc(Cc3cccc(Cl)c3)oc2c1,104,94,103,103,104,95,2,0.0
CC(c1ccccc1)N1CC(C(=O)Nc2nccs2)CC1=O (stereo not drawn),102,92,103,103,102,95,2,-0.1
Cn1c(=O)c2c(nc(SCC(=O)Nc3ccccc3)n2C)n(C)c1=O,102,105,111,100,108,99,-2,0.0
Cn1c(=O)c2c(nc(CN3CCN(CCO)CC3)n2CCc2ccccc2)n(C)c1=O,101,117,92,101,95,114,0,0.4
O=C(NCC(c1cccs1)N1CCOCC1)c1ccccc1NS(=O)(=O)c1ccc(Cl)c([N+](=O)[O-])c1 (stereo not drawn),99,109,94,100,100,83,6,0.0
Cc1cc(C)cc(NC(=S)N2CCC(NC(=O)C3CC3)CC2)c1,113,97,102,104,99,103,0,0.2
CN(CCOC(=O)c1ccccc1)Cc1ccccc1,103,115,101,103,99,104,-2,-0.3
Cn1c2cc(Br)sc2c2cnn(Cc3c(F)cccc3Cl)c(=O)c21,98,121,96,97,86,98,0,-0.1
O=C1CC(N2CCN(C/C=C/c3ccccc3)CC2)C(=O)N1Cc1cccs1 (stereo not drawn),101,106,94,94,99,91,2,0.1
COc1cc(-c2nc(-c3ccccc3)c(-c3cc([N+](=O)[O-])ccc3C)[nH]2)cc(OC)c1OC,99,87,101,98,101,98,15,0.0
COc1ccccc1C(=O)Nc1ccnn1C1CCN(C)CC1,98,124,101,100,101,96,-1,0.0
COc1ccc(N2CCN(C(=O)CCN3C(=O)C4C5C=CC(C5)C4C3=O)CC2)cc1 (stereo not drawn),114,101,88,96,105,89,0,0.3
O=C(N1CCOCC1)C(F)(F)C(=O)N1CCOCC1,88,84,94,97,85,93,-1,0.0
Cc1ccc(-c2nc3ccccc3[nH]2)cc1NC(=O)c1sc2ccccc2c1Cl,101,263,93,95,74,139,22,-0.2
CCCCn1nc(C(=O)N2CCN(S(=O)(=O)c3ccccc3)CC2)c2ccccc2c1=O,91,112,98,95,94,96,4,0.2
COc1cc2c(cc1OC)CN(C(=O)c1ccc(S(=O)(=O)N3CCCCC3)cc1)CC2,104,100,98,104,98,114,3,-0.1
CC1CCN(C(=O)Cn2ncc3c([nH]c4ccccc43)c2=O)CC1,97,75,95,92,107,89,2,0.0
COc1ccc(OCC(=O)N2CCC(Cc3ccccc3)CC2)cc1,107,107,105,102,105,93,2,0.4
CCc1cccc2c(C(=O)CN3C(=O)NC(C)(c4cccc5ccccc45)C3=O)c[nH]c12 (stereo not drawn),98,110,96,97,99,88,6,0.0
CCOCCCNC(=S)N1CCCN(c2nc3cc(C)ccc3cc2C#N)CC1,106,97,107,109,94,103,-4,0.0
CCn1c(C)nc([N+](=O)[O-])c1Sc1ccc(F)cc1,101,105,99,104,103,92,3,0.1
O=C(OCn1nnc2ccccc2c1=O)c1cc2ccccc2o1,97,122,91,91,90,96,3,-0.1
O=C(Nc1ccccc1C(=O)O)c1cc(S(=O)(=O)N2CCCCC2)cs1,99,78,99,97,93,95,0,0.3
O=C(Nc1ccccc1)c1cccc(S(=O)(=O)NCc2ccco2)c1,99,98,107,100,111,102,4,-0.1

# (further entries)
SMILES,MEP2-GFP yeast,Yeast superoxide,AGP1 TOR yeast,RPL19A-GFP yeast,CIT2 TOR yeast,LAP4 TOR yeast,AHR activator,Efflux pump mplx
CN(C)c1ccc(C(=O)OCC(=O)NCC2CCCO2)cc1 (stereo not drawn),102,92,98,98,94,106,1,0.3
O=C(Nc1ccc(N2CCN(C(=O)c3cccs3)CC2)cc1)c1cccnc1Cl,99,102,91,98,99,81,-3,0.2
O=C(CSc1ncnc2nc[nH]c12)c1ccccc1,99,92,102,99,80,94,43,0.1
Cc1ccc(C(C(=O)NC2CCCC2)N(Cc2cccs2)C(=O)CNC(=O)c2cccs2)o1 (stereo not drawn),100,92,103,97,101,97,1,0.0
COc1ccc(OC)c(S(=O)(=O)CC(=O)c2cc3ccc(OC)cc3oc2=O)c1,104,104,105,105,102,107,2,0.0
COCCn1c(C)cc(C(=O)COC(=O)c2cccc(O)c2)c1C,97,92,102,99,102,112,-2,-0.1
CCN(CC)S(=O)(=O)c1ccc(-c2csc(C)n2)cc1,95,99,90,93,87,110,3,0.1
CC(C)c1nnc(NC(=O)COC(=O)/C=C/c2ccc([N+](=O)[O-])cc2)s1,106,111,94,112,94,77,1,0.1
CC(C)c1ccccc1OCCNC(=O)c1cncc(Br)c1,100,102,98,99,103,96,9,0.1
CN(C)C(CNC(=O)c1cccc(NS(=O)(=O)c2ccc(Br)cc2)c1)c1ccco1 (stereo not drawn),106,101,110,100,112,109,4,-0.1
CCOc1ccccc1NC(=O)NCCc1c[nH]c2ccccc12,144,100,94,106,122,111,64*,0.2
CC(=O)Nc1ccc(NC(=O)COC(=O)c2ccccc2SCC(=O)N2CCCC2)cc1,111,99,105,101,107,97,6,-0.1
